TrxR1 inh – inhibitors of rat thioredoxin reductase 1. recombinant rTrxR1, NADPH fluorescence consumption, selenite substrate. Potency, µM (highest dose often 114 µM), for the others: at the top dose activity change, negative = inhibition, hits mostly inhibitors. 390,000 compounds, 1% hits. O89049; note: % is set by controls: 0 for no effect and ±100 for the full control effect; nearly all actives have a fitted effect of over 65% in size
Target sequence (O89049 whole entry, looked up): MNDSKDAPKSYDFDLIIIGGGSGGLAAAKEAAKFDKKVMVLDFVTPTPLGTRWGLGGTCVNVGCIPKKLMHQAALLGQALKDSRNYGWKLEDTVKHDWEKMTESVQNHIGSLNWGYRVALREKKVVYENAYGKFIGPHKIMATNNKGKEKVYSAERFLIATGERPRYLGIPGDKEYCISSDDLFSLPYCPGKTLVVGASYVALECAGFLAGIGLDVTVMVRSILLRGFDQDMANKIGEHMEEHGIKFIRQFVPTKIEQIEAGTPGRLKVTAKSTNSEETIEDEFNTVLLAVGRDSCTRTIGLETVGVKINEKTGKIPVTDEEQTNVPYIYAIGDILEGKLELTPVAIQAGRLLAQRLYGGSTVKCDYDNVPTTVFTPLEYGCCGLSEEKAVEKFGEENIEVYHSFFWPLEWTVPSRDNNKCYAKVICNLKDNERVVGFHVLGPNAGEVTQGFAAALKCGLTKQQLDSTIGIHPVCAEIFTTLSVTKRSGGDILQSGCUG
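Rat TrxR1 (90 nM in the dispensed reagent) was pre-reduced with 400 uM NADPH for 5 min at room temperature, then incubated with compound for 15 min. After 400 uM selenite was added, NADPH fluorescence (Ex 340/Em 450 nm) was followed for 8 min.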
ALOX12 inh – inhibitors of human 12S-lipoxygenase ALOX12; 580,000 compounds, 1.1% hits; P18054; purified 12hLO, xylenol orange hydroperoxide absorbance; Potency, µM (highest dose often 108 µM), without a hit: top-dose activity change, negative = inhibition, hits mostly inhibitors; note: % is set by controls: 0 for no effect and ±100 for the full control effect
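Purified human 12hLO (150 nM final) in 25 mM Hepes, 0.01% Triton X-100, pH 7.0 was preincubated 15 min at room temperature with compound. Then 40 uM arachidonic acid was added, 30 min. Hydroperoxide was read by Fe-XO absorbance ratio 573/405 nm.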
USP1 inh – inhibitors of human USP1/UAF1 deubiquitinase; recombinant USP1/UAF1, Ub-Rhodamine cleavage fluorescence; Potency, µM (top dose mostly 57.1 µM), for inactives: at the highest dose activity change, negative = inhibition, actives largely listed as inhibitors; 390,000 compounds, 0.23% hits; note: % is set by controls: 0 for no effect and ±100 for the full control effect; nearly all actives have a fitted effect of over 60% in size; inactives centre near -12
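High-throughput fluorogenic screen: 1nM USP1/UAF1 complex, Ub-Rho substrate 150nM final, 50mM HEPES pH 7.8 with 0.5mM EDTA, 0.1 mg/ml BSA, 1mM TCEP and 0.01% Tween-20.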
TrxR1 substrate – substrates of rat thioredoxin reductase 1. O89049. purified TrxR1 substrate turnover, NADPH consumption readout. Potency, µM (titrated, usually from 114 µM), for inactives: top-dose activity change, negative = substrate turnover. 390,000 compounds, 0.01% hits. AID 588456; note: % is set by controls: 0 for no effect and ±100 for the full control effect; nearly all actives have a fitted effect of over 50% in size
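Rat TrxR1, dispensed at 90 nM, was prereduced with 400 uM NADPH (final) for 5 min at ~22 deg C, then incubated with compound 15 min before 400 uM selenite. A first-read NADPH fluorescence drop versus no-compound background flagged substrates.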
RXFP1 agonist – activates the human relaxin receptor RXFP1. Q9HBX9. HEK293T-RXFP1 cAMP TR-FRET, 30 min; response scale: percent of porcine relaxin response, buffer zero. Potency, µM (series often up to 57.5 µM), inactives show at the highest dose activation, actives largely listed as activators. 370,000 compounds, 0.3% hits. AID 2676; note: % is set by controls: 0 for no effect and ±100 for the full control effect; nearly all actives have a fitted effect of over 60% in size; many of its hits are not listed in these tables
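cAMP rise read by TR-FRET after 30 min, 37C compound exposure (up to 58 uM) in RXFP1-transfected HEK293 cells with Ro 20174 present. EC50 from Hill-equation fits, with 29 nM porcine relaxin as 100% and buffer as basal.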
IDH1 R132H inh – blocks human mutant IDH1 R132H enzyme; AID 602179; O75874; 390,000 compounds, 0.093% hits; Potency, µM (doses to about 76.6 µM), without a hit: at the highest dose activity change, negative = inhibition, actives largely listed as inhibitors; IDH1-R132H enzyme, NADPH consumption, diaphorase/resazurin fluorescence; note: % is set by controls: 0 for no effect and ±100 for the full control effect; nearly all actives have a fitted effect of over 65% in size
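IDH1-R132H (0.5 ug/mL) preincubated 30 min with compound, then NADPH (0.016 mM) and alpha-KG (2 mM) added; 80 min at RT, pH 7.5. Remaining NADPH coupled via diaphorase/resazurin to fluorescence (540/590 nm); concentration-response curves normalized to no-enzyme control.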
Vif-APOBEC3G blk – inhibitors of Vif-APOBEC3G interaction | HeLa A3G-eYFP + Vif (tagged APOBEC3G with the HIV-1 protein that degrades it), YFP fluorescence, overnight | Q9HC16 | 410,000 compounds, 0.076% hits | Potency, µM (top dose mostly 46.1 µM), without a hit: at the highest dose activity, negative = active, hits mostly inhibitors;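 note: % is set by controls: 0 for no effect and ±100 for the full control effect; nearly all actives have a fitted effect of over 60% in size; hits raise eYFP signal because A3G escapes Vif-driven loss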
Target sequence (Q9HC16 whole entry, looked up): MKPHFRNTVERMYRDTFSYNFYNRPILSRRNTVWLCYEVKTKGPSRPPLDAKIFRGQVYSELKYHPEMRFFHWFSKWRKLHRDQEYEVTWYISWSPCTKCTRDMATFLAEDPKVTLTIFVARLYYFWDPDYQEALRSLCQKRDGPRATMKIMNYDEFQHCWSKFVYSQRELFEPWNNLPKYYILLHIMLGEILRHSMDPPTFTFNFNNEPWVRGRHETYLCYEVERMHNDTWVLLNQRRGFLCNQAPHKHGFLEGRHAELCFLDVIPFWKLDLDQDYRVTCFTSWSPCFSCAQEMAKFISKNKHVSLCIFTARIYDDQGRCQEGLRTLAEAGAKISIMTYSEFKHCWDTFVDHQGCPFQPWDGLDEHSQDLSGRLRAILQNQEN
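Read-out is eYFP fluorescence (Ex 488/Em 500-530) from Vif-expressing HeLa A3G-eYFP cells; more signal means A3G escaped Vif-mediated degradation. Cells plated overnight, compound pinned in, incubated overnight at 37 deg C.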
RGS4 inhibitor – human RGS4 inhibition | P49798 | Transcreener GDP fluorescence polarization, RGS4-accelerated GTP hydrolysis | Potency, µM (doses to about 114 µM), without a hit: at the top dose activity change, negative = inhibition, hits mostly inhibitors | 390,000 compounds, 0.039% hits | AID 504845; note: % is set by controls: 0 for no effect and ±100 for the full control effect; nearly all actives have a fitted effect of over 75% in size; some results filed as inactive show a strong effect at the top dose
Target sequence (P49798 whole entry, looked up): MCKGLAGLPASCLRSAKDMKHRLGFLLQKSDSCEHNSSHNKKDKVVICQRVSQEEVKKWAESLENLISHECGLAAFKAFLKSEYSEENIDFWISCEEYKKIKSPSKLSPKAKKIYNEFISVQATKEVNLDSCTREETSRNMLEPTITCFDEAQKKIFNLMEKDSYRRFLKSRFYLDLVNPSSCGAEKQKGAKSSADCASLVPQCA
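MLSMR compounds (23 nl, pin-transferred) preincubated 10 min at room temperature with a 500nM (2x) first reagent, then RGS4 at 900nM (2x) plus Transcreener GDP mix added; fluorescence polarization (620/688 nm) read before and after 90 min at 30 °C.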
Vif-A3F inh – Vif-A3F binding inhibition; HeLa A3F-eYFP + Vif (tagged APOBEC3F with the HIV-1 protein that degrades it), YFP fluorescence increase; Potency, µM (doses to about 46.1 µM), for the others: at the top dose activity, negative = active; 390,000 compounds, 0.2% hits; AID 602313; note: % of control where 0% means no effect; nearly all actives have a fitted effect of over 65% in size
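HeLa cells stably expressing Vif plus C-terminally eYFP-tagged A3F were seeded, incubated overnight at 37 deg C, dosed with compound, incubated overnight again at 37 deg C. Yellow fluorescence (Ex 488/Em 500-530) reported blocked Vif-mediated A3F-eYFP degradation.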
* = called active by the depositor; u = inconclusive; x = not tested or not shown; [ ] = remark or other dose. Calls come from the whole dose curve; as a rule, active = well fitted curve in the direction sought with a large enough effect; inconclusive = small, poorly fitted or top-dose-only effect, or another doubt; inactive = no such curve, though single readings can be large; an effect the other way counts as inactive or inconclusive. Potency is the fitted concentration of half-maximal effect. These rows are one share of the data, so the mix of outcomes need not match the whole.

Sequence of screens: TrxR1 inh, ALOX12 inh, USP1 inh, TrxR1 substrate, RXFP1 agonist, IDH1 R132H inh, Vif-APOBEC3G blk, RGS4 inhibitor, Vif-A3F inh
Cc1cc(C)c(NC2=CC(=O)CC(C)(C)C2)c(C#N)c1
 : -12%, u, -6%, -2%, -0.2%, 13%, 3%, -15%, -1%
CC(C)C(=O)NCCc1nc(-c2ccc(Cl)cc2)no1
 : 24%[57.1 µM], 7%, -22%, 9%[57.1 µM], x, -2%, 4%, 12%, 5%
Cc1n[nH]c(C)c1C(=O)CC1(O)C(=O)N(CCc2ccccc2)c2ccc(Br)cc21 (configuration not stated)
 : -1%[11.4 µM], u, -17%, 9%[11.4 µM], -2.6%, 1%, -1%, -17%, -1%
CCN(CC(=O)NCc1ccc(Cl)cc1)C(=O)COc1ccc(Cl)cc1Br
 : -8%, -1%, -11%, -10%, 0.2%, 6%, 0%, -35%, -1%
CC1CCN(CCOc2cccc(Br)c2)CC1
 : 3%[57.1 µM], -33%, -10%, 6%[57.1 µM], 0.1%, 19%, -1%, 3%, 4%
Cc1cc(NC(=O)CSc2nncc(=O)n2N)no1
 : 7%, 24%, -20%, -4%, -1.4%, -1%, -1%, -16%, -11%
O=[N+]([O-])c1ccc(CN2CCOCCOCCN(Cc3ccc([N+](=O)[O-])cc3)CCOCC2)cc1
 : 12%[57.1 µM], x, -4%, 7%[57.1 µM], 1.2%, 7%, 4%, -25%, -3%
CCCc1nn2c(=O)cc(COC(=O)c3ccc(NC(=O)CCc4ccccc4)cc3)nc2s1
 : 18%[57.1 µM], -27%, -15%, -3%[57.1 µM], 5.8%, -24%, 2%, 15%, u
CC1CCCCC1NC(=O)CCCn1c(=S)[nH]c2ccsc2c1=O (configuration not stated)
 : -10%, -11%, -15%, 2%, 27%, -13%, -8%, -16%, 2%
COc1cc(C2c3c(-c4cc(C)ccc4O)n[nH]c3C(=O)N2CCCO)ccc1OCCC(C)C (configuration not stated)
 : 4%, u, -31%, -9%, 0.5%, 40µM*, -3%, -24%, 2%
CCN1C(=O)[C@@H]2[C@H](C1=O)[C@@H]1C[C@H]3C(=O)N(CC)C(=O)[C@H]3[C@@H]3C1=C(C(=O)N1C(=O)OC(=NCC4CC4)[C@]31C)[C@@H]2C
 : 11%, 2%, -15%, -2%, 1.8%, 1%, 0%, 9%, 9%
O=C1CN(C(=O)COc2ccc(Br)cc2F)c2ccccc2N1
 : 2%, -34%, -9%, -2%, -2.7%, 1%, -1%, -2%, 1%
CCOC(=O)c1c(-c2ccco2)csc1N
 : 11%, -1%, -17%, -3%, 0.4%, 6%, -1%, -19%, -5%
CC12CCC(C(=O)Nc3ccccc3Cl)([C@H](Br)C1=O)C2(C)C (some centres not stated)
 : 10%[57.1 µM], -27%, 2%, 1%[57.1 µM], -1.9%, -3%, -2%, -25%, u
Cc1c(C)n(CC(O)CNc2ccccc2)c2ccccc12 (configuration not stated)
 : 5%, u, -30%, -3%, -1.3%, -3%, -5%, 7%, u
O=C(CN1C(=O)C2C3C=CC(C3)C2C1=O)Nc1ccc(S(=O)(=O)N2CCCCC2)cc1 (configuration not stated)
 : 6%[57.1 µM], 4%, -13%, 7%[57.1 µM], 0.8%, 4%, -2%, 12%, 13%
CSc1ccccc1OCc1cc(C(=O)N2CCN(C)C(c3ccccc3)C2)no1 (configuration not stated)
 : -8%, 5%, -21%, -5%, x, 13%, 2%, -34%, 8%
O=C(CN(Cc1ccccc1)S(=O)(=O)c1ccc(Br)cc1)N/N=C/c1ccccc1C(=O)O
 : 7%, u, -6%, 3%, -0.1%, -4%, 2%, 8%, -3%
COc1ccc(CCC(=O)N2CCN(C3CCCCC3)CC2)cc1
 : 26%, 2%, -14%, 10%[57.1 µM], 1.5%, 1%, -1%, 16%, -3%
COc1ccccc1NS(=O)(=O)c1ccc(NC(=O)c2[nH]nc(OC)c2[N+](=O)[O-])cc1
 : -23%, -9%, -18%, -10%, -0.8%, -1%, 0%, 3%, 12%
O=C1CC(/C=C/c2ccc(Cl)cc2)=Nc2ccccc2N1
 : 3%, u, -25%, -4%, 2.2%, 1%, -15%, -7%, 0%
COc1ccc(/C=N/NC(=O)CNC(=O)c2ccc(S(=O)(=O)N3CCCC3)cc2)c(OC)c1
 : 25%, -5%, -18%, 0%, 1.8%, 5%, 0%, -2%, -1%
CS(=O)(=O)N1CCN(Cc2ccc([N+](=O)[O-])cc2)CC1
 : 15%, -1%, -11%, 1%, -1.0%, 8%, 7%, -2%, -5%
CSc1nc2c(c(=O)n1-c1ccc(C)cc1)SCC2
 : 24%, -12%, -17%, 5%, -2.0%, 14%, 0%, 2%, 0%
COc1cccc(N(CC(=O)NCCN2CCOCC2)S(=O)(=O)c2ccccc2)c1
 : -7%, 7%, -6%, -11%, 0.6%, 8%, 2%, -3%, u
Cc1cc(C(F)F)n2nc(C(=O)Nc3ccc(C(C)C)cc3)nc2n1
 : -5%, 0%, -17%, -14%, 0.9%, 0%, 2%, 22%, 0%
C#CCCOC(=O)N1C2=NC(C(=O)OC)=C(C(=O)OC)[C@@H]3N(Cc4ccccc4)c4ccccc4[C@]23C[C@H]1C(=O)OC
 : 14%, x, -11%, -10%, 0.4%, -6%[38.3 µM], 2%, -6%, 4%
CCOC(=O)COc1c(C(=O)OC)sc2ncccc12
 : 6%[57.1 µM], -2%, 5%, 10%[57.1 µM], 5.0%, 3%, 8%, -2%, -6%
CC1=C(C(=O)Nc2ccccc2)C(c2ccc(O)cc2)n2nc(SCc3ccccc3)nc2N1 (configuration not stated)
 : 18%[2.29 µM], 0%, -19%, -1%, 5.8%, 15%, -2%, -9%, -9%
CN(C(=O)COC(=O)/C=C/c1ccc(C(F)(F)F)cc1)C1CCS(=O)(=O)C1 (configuration not stated)
 : 3%, 3%, -9%, -7%, -1.8%, 0%, 2%, 20%, 3%
O=C(CN1C(=O)c2ccccc2C1=O)OC(C(=O)c1ccc(Cl)cc1)c1ccccc1 (configuration not stated)
 : 19%, 16%, -4%, 7%, -0.3%, 9%, 2%, 20%, -12%
Cn1cc(C2=C(c3cn(CCCSC(=N)N)c4ccccc34)C(=O)NC2=O)c2ccccc21
 : 8%, u, x, 2%, x, x, 6%, x, x
CCCCC(=O)Nc1c(-c2ccc(OC)c(OC)c2)c(=O)c2ccccc2n1C
 : -4%, 0%, 0%, -6%, 11%, 13%, -1%, 14%, 7%
O=C(COC(=O)c1cccs1)c1ccccc1
 : -2%[57.1 µM], 0%, -17%, 7%[57.1 µM], 0.5%, 5%, 5%, -4%, 7%
O=C(NC12CC3CC(CC(C3)C1)C2)N1CCN(S(=O)(=O)c2ccc(Cl)cc2)CC1
 : 12%, u, -25%, 1%, 0.6%, -3%, -1%, -9%, 0%
OCCNC(=S)NCCc1ccccc1
 : -22%, 7%, -17%, -10%, 0.3%, 5%, -7%, 5%, -14%
COc1ccc(CC(=O)NC(c2ccccc2)c2ccc(C)cc2)c(OC)c1 (configuration not stated)
 : 13%, u, -16%, 2%, 6.7%, 2%, -4%, 4%, -1%
COc1ccc(OC)c(CCNC(=O)c2ccc(CS(=O)(=O)c3ccc(Br)cc3)o2)c1
 : 31%, 0%, -8%, 6%, 0.6%, 10%, 0%, 5%, -6%
CC1(C)CC(=O)C=C(C(=O)N2CCCC(C(=O)c3cc(F)ccc3F)C2)O1 (configuration not stated)
 : x, 8%, 7%, x, x, 17%, -9%, x, -7%
O=C(CN1C(=O)C(=O)N(C2CCCC2)C1=O)Nc1ccc(F)cc1F
 : -8%[57.1 µM], -27%, -5%, -3%[57.1 µM], 2.2%, 6%, -5%, 17%, -14%
CN(C)S(=O)(=O)c1ccc2nnn(O)c2c1
 : 3%[57.1 µM], -16%, -6%, -5%[57.1 µM], 0.1%, 3%, 0%, u, -12%
COc1cc(C(=O)Nc2ccccc2NC(=O)c2cc(OC)c(OC)c(OC)c2)cc(OC)c1OC
 : 9%, -1%, 7%, 0%, 0.8%, 5%, 6%, 19%, 0%
O=C(Cc1ccc(NC(=O)C2CCCN(C(=O)CCc3ccccc3)C2)cc1)Nc1cccc(C(=O)N2CCCCC2)c1 (configuration not stated)
 : -9%, -23%, u, -7%, x, -2%, 0%, -17%, 8%
COCc1cc(C)nc(SCc2ccc(Cl)cc2)c1C#N
 : 13%, 1%, -12%, 7%, -5.2%, 10%, -7%, 11%, -4%
CCc1ccc(-n2c(SCc3nc(-c4cc(OC)ccc4OC)no3)nnc2-c2ccccc2)cc1
 : 7%, 5%, -19%, -4%, 1.5%, -4%, 3%, 21%, 2%
O=C(COC(=O)c1ccccc1SCC(=O)N1CCCC1)Nc1ccccc1OC(F)F
 : 13%, 3%, -16%, 0%, 0.5%, 1%, -1%, 5%, 3%
COc1cccc(NC(=S)N2CCC(N(C)CC3CCCO3)CC2)c1 (configuration not stated)
 : -15%, -26%, -17%, -1%, 0.9%, 2%, 3%, 6%, -8%

Screens as filed in PubChem.
